# Assay outcomes (PubChem)
# Lmaj promast = reduces viability of Leishmania major promastigotes. resazurin fluorescence viability. inhibition, % at 10 µM. 200,000 tested, 9% active;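 also: promastigotes grown with compound for 44 hours at 28 °C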
# G6PDH CS = counter-screen for G6PDH assay hits: L. mesenteroides G6PDH inhibition | Purified L. mesenteroides G6PDH, diaphorase/resazurin coupled fluorescence, 45 min | inhibition, % at 5 µM | 200,000 tested, 0.12% active
# RAM network inh = yeast RAM network inhibition. inhibition, % at 50 µM. AID 868. 190,000 tested, 1.8% active. S. cerevisiae dse1pr::URA3 reporter, 5-FOA growth OD615, 2 d; analog-sensitive cbk1-as2 kinase mutant strain;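 active = inhibition above a set limit, 3 SD over mean compound inhibition, cut at about 8.4% in these data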;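 also: 0% = DMSO-only wells with no growth and 100% = 10 µM 1-NA-PP1 full growth; inhibition rescues growth on 5-FOA so higher OD means more RAM inhibition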
# TLR4 MyD88 comp = blocks binding of human TLR4 to MyD88; O00206+Q99836; HeLa CL3-4 TLR4/MyD88 BLA complementation, FRET ratio; inhibition, % at 8.4 µM; 200,000 tested, 0.18% active; AID 861; in the data active = inhibition above about 25%;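 also: 0% = vehicle and 100% = reference inhibitor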
# Redox H2O2 prof = compounds producing H2O2 with reducing agent – biochemical, NIH compound library profiling, artefact control for MLSCN library redox annotation, primary screen | DTT-dependent redox cycling H2O2, phenol red/HRP absorbance; 100% = 100 µM peroxide control, 0% = buffer | activation, % at 10 µM | 200,000 tested, 0.03% active | AID 878;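 active = activation of at least 50% relative to the plate's high and low controls in the primary single-dose screen; inactive = activation below 50%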;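 also: compound incubated with DTT at 0.8 mM final as the reducing agent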
# Hsp70 activator = Hsp70 transcriptional activation, primary screen; HeLa Hsp70 promoter luciferase reporter, luminescence; scaled: vehicle 0, proteasome-inhibitor control 100%; activation, % at 10 µM; 200,000 tested, 0.04% active; AID 1203;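 active = activation above the mean across all tested compounds plus 3 SD, cutoff set per campaign, cut at about 5.5% in these data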;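 also: 100% = MG132 at 30 µM as the positive control and 0% = DMSO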
# PMI activator = increases human mannose-6-phosphate isomerase activity; AID 1214; 190,000 tested, 0.005% active; activation factor at 20 µM; purified human PMI, coupled resazurin fluorescence, 20 min; hits give high values; 1 = vehicle control, 0 substrate-free wells;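 active = activation factor of 2 or more at 20 µM, relative to plate controls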
# Target sequence (P34949 whole entry, looked up): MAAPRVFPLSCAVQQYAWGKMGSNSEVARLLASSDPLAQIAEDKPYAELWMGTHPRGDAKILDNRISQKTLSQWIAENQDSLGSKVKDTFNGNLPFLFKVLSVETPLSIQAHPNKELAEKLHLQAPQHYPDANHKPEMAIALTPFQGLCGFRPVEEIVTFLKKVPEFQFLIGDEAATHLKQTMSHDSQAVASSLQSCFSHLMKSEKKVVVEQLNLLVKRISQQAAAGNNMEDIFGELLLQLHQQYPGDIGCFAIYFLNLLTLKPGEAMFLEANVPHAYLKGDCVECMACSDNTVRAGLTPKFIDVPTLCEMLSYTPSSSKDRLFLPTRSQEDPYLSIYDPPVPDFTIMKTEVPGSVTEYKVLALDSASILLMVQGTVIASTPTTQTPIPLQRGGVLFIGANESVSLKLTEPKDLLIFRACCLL
# S1P3 antagonist = S1P3 (human) receptor antagonism. Q99500. CHO S1P3 NFAT-BLA reporter, FRET fluorescence, antagonist mode. inhibition, % at 4.98 µM. 170,000 tested, 0.27% active;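 active = inhibition above the plate cutoff, the mean inhibition of test wells on that plate plus 3 SD, cut at about 28% in these data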;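 also: cells challenged with S1P at its EC80 of 0.8 µM; blue over green emission ratio from cleaved BLA substrate after 4 h stimulation; 0% = S1P-stimulated wells and 100% = unstimulated DMSO-only wells; some compounds past the cut are filed as inactive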
# Target sequence (Q99500 whole entry, looked up): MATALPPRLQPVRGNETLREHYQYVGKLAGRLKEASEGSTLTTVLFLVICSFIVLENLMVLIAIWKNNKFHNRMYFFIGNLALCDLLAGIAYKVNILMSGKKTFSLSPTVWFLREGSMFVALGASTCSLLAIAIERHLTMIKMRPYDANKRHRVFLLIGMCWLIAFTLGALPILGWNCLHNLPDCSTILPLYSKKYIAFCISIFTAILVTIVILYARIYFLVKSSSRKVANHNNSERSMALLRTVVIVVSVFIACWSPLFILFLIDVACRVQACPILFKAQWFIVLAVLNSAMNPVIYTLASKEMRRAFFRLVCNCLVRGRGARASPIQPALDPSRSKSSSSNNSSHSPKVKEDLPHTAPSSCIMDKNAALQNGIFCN
# PMI act hi M6P = PMI (human) activation, high substrate; P34949; coupled PMI enzyme assay, resazurin fluorescence, 20 min; hits give high values; 1 = untreated enzyme, 0 = substrate-free blank; activation factor at 20 µM; 190,000 tested, 0.34% active; AID 1216;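 active = activation factor of 2 or more at 20 µM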
#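 Test system: human phosphomannose isomerase with PGI, G6PDH, diaphorase coupling enzymes; Amount: PMI at 15 ng/mL final; Reagent: Mannose-6-phosphate 1.0 mM (near-saturating) plus 0.22 mM NADP+; Timing: 20 min, room temperature; Technique: resorufin fluorescence at Ex 544/Em 590 nm; Dosing: 20 µM single dose.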
# Diaphorase act = diaphorase activation or chemical reduction counter-screen. Diaphorase/resazurin coupled assay, resorufin fluorescence, 16 min; hits give high values; 1 = vehicle wells, 0 = NADH-free wells. activation factor at 20 µM. 190,000 tested, 0.005% active;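 active = diaphorase activity raised at least twofold by the compound at 20 µM; inactive = activation factor below 2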
#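 test system = bacterial diaphorase enzyme (C. kluyveri) | quantity = enzyme 0.07 U/mL final | reagent = NADH substrate 0.114 mM plus resazurin dye 0.1 mM, final | incubation = 16 min enzyme reaction, ambient temperature | buffer or medium = HEPES pH 7.4 buffer with MgCl2 and Tween 20 | signal = fluorescence of resorufin, 544 nm excitation, 590 nm emission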
# Diaph inh CS = diaphorase inhibition or chemical oxidation counter-screen; diaphorase resazurin-to-resorufin fluorescence, NADH, 16 min; bacterial (C. kluyveri) enzyme, not human; inhibition, % at 20 µM; 190,000 tested, 0.69% active; AID 1217;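 active = primary screen inhibition at 20 µM above a set limit, cut at about 50% in these data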;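 also: plate controls were DMSO with full reaction for no effect and wells lacking NADH for full effect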
#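 material = Clostridium kluyveri diaphorase enzyme | amount = 0.14 U/mL diaphorase, enzyme working solution | schedule = incubation 16 min, room temperature | detection = fluorescence of resorufin formed from resazurin, Ex 544/Em 590 nm | benchmarks = positive control minus NADH, DMSO neutral control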
# * = called active by the depositor; · = no result given. Rule as the data show it, unless noted: active = inhibition above about 50%; inactive = the rest.
entry	molecule	Lmaj promast	G6PDH CS	RAM network inh	TLR4 MyD88 comp	Redox H2O2 prof	Hsp70 activator
1	CCC(C(=O)OCC(=O)Nc1c(C)n(C)n(-c2ccccc2)c1=O)c1ccccc1 (stereo unspecified)	-1	-5	2.0	-6	1.3	-0.1
2	COc1ccc(-c2ccnc(SCC(=O)c3ccc(Br)cc3)n2)cc1	-2	-24	3.9	-10	0.8	-0.1
3	O=C(Nc1nnc(SCc2c(Cl)cccc2Cl)s1)C1CCCO1 (stereo unspecified)	2	-4	1.5	8	-3.6	0.0
4	COC(=O)c1cc(COc2ccc3c4c(c(=O)oc3c2)CCCC4)c(C)o1	-2	12	2.9	7	-0.3	-0.2
5	CC1Cc2cc(/C(O)=C3/C(=O)C(=O)N(CCCn4ccnc4)C3c3ccncc3)ccc2O1 (stereo unspecified)	-5	6	0.5	3	-0.7	-0.2
6	Cc1ccc(-c2nn(-c3ccccn3)c(=O)c3ccccc23)cc1	-3	1	-0.3	-7	0.1	-0.4
7	O=C(Cn1nnc2ccccc21)NNC(=S)NC1CCCCC1	-4	19	3.4	-17	-0.2	-0.3
8	COc1ccc(Nc2nc(-c3cccc([N+](=O)[O-])c3)nc3ccccc23)cc1	26	-2	3.8	1	-0.5	-0.3

entry	PMI activator	S1P3 antagonist	PMI act hi M6P	Diaphorase act	Diaph inh CS
1	1	·	1	1	-1
2	0.9	-24	1.1	1	3
3	0.9	·	0.9	0.8	18
4	1	12	1	0.7	28
5	1.1	·	1.1	1	3
6	1.1	1	1.1	0.8	16
7	0.9	-15	0.9	0.8	16
8	1	-3	1	0.9	12

# Carrying on.
entry	molecule	Lmaj promast	G6PDH CS	RAM network inh	TLR4 MyD88 comp	Redox H2O2 prof	Hsp70 activator
9	C/C(=N/NC(=O)c1cccs1)c1cccc(NC(=O)C2CC2)c1	34	8	1.1	1	-4.8	0.1
10	O=C(CN1CCCCCC1)NCCc1ccc(F)cc1	4	-2	1.1	1	1.4	-0.1
11	CCCCN1CC(O)=C(c2nc3ccccc3[nH]2)C1=N	38	2	0.5	-1	1.5	-0.2
12	COc1ccccc1NC(=O)Cn1nnc(C(=O)Nc2ccccc2)c1N	7	-4	3.2	4	1.5	-0.1
13	CC(=O)Nc1ccc(S(=O)(=O)N2CCOCC2)cc1	-3	3	0.1	-23	2.3	-0.1
14	Cn1ncc2c(N3CCOCC3)ncnc21	-2	1	0.1	5	-0.3	0.7
15	CC(=O)OC1CC(C)(C)N(OC(=O)CCCN2C(=O)c3ccccc3C2=O)C(C)(C)C1	-9	-3	3.1	-13	-1.0	-0.4
16	CCc1nc(SCC(=O)N2CCN(c3ccccc3)CC2)c2c(=O)n(C)c(=O)n(C)c2n1	-5	6	1.4	-33	0.3	-0.3

entry	PMI activator	S1P3 antagonist	PMI act hi M6P	Diaphorase act	Diaph inh CS
9	1.1	·	1.1	1	1
10	0.9	9	0.8	0.7	30
11	1.1	4	1.1	1	2
12	0.9	24	0.9	0.9	8
13	1.1	·	1	1.1	-6
14	1.1	-25	1	0.9	8
15	0.9	-9	1	0.9	11
16	1	-3	1.1	0.9	6

# (listing goes on)
entry	molecule	Lmaj promast	G6PDH CS	RAM network inh	TLR4 MyD88 comp	Redox H2O2 prof	Hsp70 activator
17	CC(=O)Nc1ccc(NC(=O)C(C)OC(=O)c2ccccc2C(=O)c2ccc(Cl)c([N+](=O)[O-])c2)cc1 (stereo unspecified)	-1	11	2.2	-1	-0.3	-0.2
18	C=CCn1c(O)c(N=NC(=O)c2ccc3c(c2)OCO3)c2ccccc21	-1	3	4.1	5	1.2	0.0
19	O=C(C1=C(O)C(=O)N(CCOCCO)C1c1cccs1)c1cccs1 (stereo unspecified)	-6	17	0.0	1	0.0	-0.3
20	COc1ccc(Cc2c(O)nc(SC)n(C(C)=O)c2=O)cc1	1	10	1.3	1	-0.5	0.2
21	CCOC(=O)N1CCN(C(=O)c2ccc(SC)cc2OC)CC1	-8	8	-0.5	-6	0.1	-0.2
22	CC(C)(C)c1ccc(OCCn2ccccc2=O)cc1	-5	6	0.3	-7	-0.2	0.0
23	COc1cc(NC(=S)NCCc2ccc(S(N)(=O)=O)cc2)c(OC)cc1Cl	22	6	-0.1	-3	-0.9	-0.1
24	CCOC(=O)c1cc(C)n(CCCN2CCOCC2)c1C	90*	4	2.1	6	0.1	-0.2

entry	PMI activator	S1P3 antagonist	PMI act hi M6P	Diaphorase act	Diaph inh CS
17	0.9	9	1	0.9	14
18	0.9	·	0.9	0.9	11
19	1.1	-6	1.1	0.9	6
20	0.9	-67	1.1	1	4
21	0.9	6	1	0.9	8
22	1	3	1	0.9	8
23	1	-8	0.9	1.1	-12
24	0.9	-12	1	0.8	17

# Continued.
entry	molecule	Lmaj promast	G6PDH CS	RAM network inh	TLR4 MyD88 comp	Redox H2O2 prof	Hsp70 activator
25	CCN1C(=O)/C(=C\N(C)C)c2ccccc21	-3	8	-0.6	4	0.1	-0.3
26	O=c1c2ccccc2nc2c3ccccc3cnn12	8	1	5.0	5	-0.5	-0.1
27	CCCC(=O)Nc1nc2ccc(NC(=O)c3ccc(Br)o3)cc2s1	44	3	3.1	-1	0.0	-0.1
28	O=C(c1ccccc1)c1cccn1CC(=O)N1CCN(C2CCCCC2)CC1	4	3	1.3	14	1.5	0.1
29	O=C(CCl)Nc1ccccc1C(=O)NCc1ccccc1	42	0	-1.2	2	-2.1	-0.2
30	CC(=O)c1c(C)nc2sc3c(=N)n(N)cnc3c2c1-c1ccc(Cl)cc1	8	-4	-1.1	-13	0.5	-0.3
31	CC12CC(NC(=O)N1CCc1ccccc1)c1ccccc1O2 (stereo unspecified)	9	8	5.2	2	-1.3	-0.5
32	O=Cc1nc(-c2ccc(Cl)cc2)n2ccccc12	-1	-11	0.5	14	-0.1	-0.3

entry	PMI activator	S1P3 antagonist	PMI act hi M6P	Diaphorase act	Diaph inh CS
25	1	·	1	0.9	6
26	1	-9	1	0.9	8
27	0.9	34	0.9	0.9	14
28	1	-1	1	1	4
29	1.1	-8	1.1	0.9	9
30	1.1	-2	1	0.8	24
31	1	·	1	0.9	12
32	0.9	-6	1	1	2

# (list continues)
entry	molecule	Lmaj promast	G6PDH CS	RAM network inh	TLR4 MyD88 comp	Redox H2O2 prof	Hsp70 activator
33	COCCN(CCOC)C(=S)Nc1cc(S(=O)(=O)N(C)C)ccc1C	-3	-1	0.8	-6	-0.8	-0.4
34	C1=C(CCNc2ncnc3nc[nH]c23)CCCC1	5	-17	5.8	-3	0.3	-0.3
35	O=C(Nc1ccc(Cl)cn1)c1cnn2cccnc12	1	11	0.2	13	0.2	0.1
36	COc1ccc(/C=N/NC(=O)c2nonc2C)cc1	-6	-16	-0.8	-12	-3.4	0.0
37	CSc1nc2ccc3nc(NC(=O)c4cccs4)sc3c2s1	30	-2	2.7	-8	-0.3	-0.1
38	CCCOc1ccccc1C1CC(=O)NC(C)=C1C(=O)OCC(C)C (stereo unspecified)	-5	4	1.8	-15	0.7	-0.2
39	COC(=O)c1ccccc1N/C=C1\CCc2c(c(C)nn2-c2ccccn2)C1=O	-3	26	3.1	-17	-5.3	-0.1
40	Cc1ccc(SCc2nc3ccccc3n2CC(=O)Nc2c(C)cccc2C)cc1	6	0	0.4	-1	-3.4	0.0

entry	PMI activator	S1P3 antagonist	PMI act hi M6P	Diaphorase act	Diaph inh CS
33	1	-7	1	0.9	6
34	0.9	-29	0.9	0.8	16
35	0.9	-2	1	0.9	8
36	0.9	·	0.9	0.9	13
37	0.9	20	1	1	4
38	0.8	-4	0.9	0.7	29
39	0.1	·	0.3	0.3	74*
40	1	·	1	1	0

# 6 records picked at random from those above, as already listed:
entry	molecule	Lmaj promast	G6PDH CS	RAM network inh	TLR4 MyD88 comp	Redox H2O2 prof	Hsp70 activator
26	O=c1c2ccccc2nc2c3ccccc3cnn12	8	1	5.0	5	-0.5	-0.1
3	O=C(Nc1nnc(SCc2c(Cl)cccc2Cl)s1)C1CCCO1 (stereo unspecified)	2	-4	1.5	8	-3.6	0.0
30	CC(=O)c1c(C)nc2sc3c(=N)n(N)cnc3c2c1-c1ccc(Cl)cc1	8	-4	-1.1	-13	0.5	-0.3
34	C1=C(CCNc2ncnc3nc[nH]c23)CCCC1	5	-17	5.8	-3	0.3	-0.3
35	O=C(Nc1ccc(Cl)cn1)c1cnn2cccnc12	1	11	0.2	13	0.2	0.1
25	CCN1C(=O)/C(=C\N(C)C)c2ccccc21	-3	8	-0.6	4	0.1	-0.3

entry	PMI activator	S1P3 antagonist	PMI act hi M6P	Diaphorase act	Diaph inh CS
26	1	-9	1	0.9	8
3	0.9	·	0.9	0.8	18
30	1.1	-2	1	0.8	24
34	0.9	-29	0.9	0.8	16
35	0.9	-2	1	0.9	8
25	1	·	1	0.9	6

# Next records follow:
entry	molecule	Lmaj promast	G6PDH CS	RAM network inh	TLR4 MyD88 comp	Redox H2O2 prof	Hsp70 activator
41	O=C(CCn1ccc2ccccc21)Nc1ccc(N2CCOCC2)cc1	27	3	1.1	-13	2.9	0.0
42	CCNC(=O)CN1C(=O)NC(Cc2ccccc2)(Cc2ccccc2)C1=O	-5	9	0.2	-12	-1.9	-0.1
43	Cc1noc(C)c1C(=O)Nc1sc(C)c(C)c1C#N	-1	0	-1.0	-11	1.6	-0.1
44	Cc1cccc(Nc2ncccc2C(=O)O)c1C	-8	3	-0.3	-1	-0.2	-0.1
45	O=C(/C=C/c1ccc(S(=O)(=O)NCc2ccco2)cc1)NCc1cccc(Cl)c1	94*	7	3.1	-9	0.3	-0.3
46	Cn1cnc2c1c(=O)n(Cc1ccccc1)c(=O)n2C	-7	0	0.5	·	-3.4	·
47	COC(=O)C1=C(C)Nc2ncnn2C1c1ccco1 (stereo unspecified)	-6	-6	1.0	-2	0.8	-0.7
48	O=C1c2ccncc2C(=O)N1C1CCCCC1	-3	5	0.9	7	1.8	0.0
49	CC(=O)c1c(C(C)=O)c(C)n(-c2cccc3cccnc23)c1C	-1	1	0.5	9	0.3	0.1

entry	PMI activator	S1P3 antagonist	PMI act hi M6P	Diaphorase act	Diaph inh CS
41	0.9	-24	0.9	0.9	13
42	1	5	1	1	1
43	0.9	-12	0.9	0.9	9
44	1	17	0.9	0.9	12
45	1	-6	0.9	0.9	13
46	1	12	0.9	0.8	19
47	0.9	-21	0.9	0.8	16
48	1.1	-28	1.1	1	2
49	1	-9	1	1	3
